# PI4K2A block: qHTS for small molecular inhibitors of PI4K2A; 420,000 compounds, 0.13% hits; activity change, negative = inhibition, % at 76.9 µM; purified PI4K2A, ADP-Glo luminescence, 1 h; active compounds read low; Phosphatidylinositol 4-kinase type 2-alpha (Homo sapiens), Q9BTU6; in the data active = activity change below about -50%; inconclusive = mostly about -30% to -49%;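 note: -100% = wells without enzyme as full effect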
#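 Compounds are screened against recombinant PI4K2A using PI as substrate and ATP, the latter dispensed at 300 microM. Reactions run one hour at ambient temperature before ADP-Glo detection; full inhibition defined by wells lacking enzyme.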
# USP1-UAF1 inh: Inhibitors of USP1/UAF1: Primary Screen; Ubiquitin carboxyl-terminal hydrolase 1 (Homo sapiens), O94782; recombinant USP1/UAF1, Ub-Rhodamine cleavage fluorescence; Potency, µM (top dose mostly 57.1 µM), for inactives: at the highest dose activity change, negative = inhibition, usual class: inhibitors; 390,000 compounds, 0.23% hits; note: potency is the fitted concentration of half-maximal effect; % is set by controls: 0 for no effect and ±100 for the full control effect; nearly all actives have a fitted effect of over 60% in size; inactives centre near -12
# Target sequence (O94782 whole entry, looked up): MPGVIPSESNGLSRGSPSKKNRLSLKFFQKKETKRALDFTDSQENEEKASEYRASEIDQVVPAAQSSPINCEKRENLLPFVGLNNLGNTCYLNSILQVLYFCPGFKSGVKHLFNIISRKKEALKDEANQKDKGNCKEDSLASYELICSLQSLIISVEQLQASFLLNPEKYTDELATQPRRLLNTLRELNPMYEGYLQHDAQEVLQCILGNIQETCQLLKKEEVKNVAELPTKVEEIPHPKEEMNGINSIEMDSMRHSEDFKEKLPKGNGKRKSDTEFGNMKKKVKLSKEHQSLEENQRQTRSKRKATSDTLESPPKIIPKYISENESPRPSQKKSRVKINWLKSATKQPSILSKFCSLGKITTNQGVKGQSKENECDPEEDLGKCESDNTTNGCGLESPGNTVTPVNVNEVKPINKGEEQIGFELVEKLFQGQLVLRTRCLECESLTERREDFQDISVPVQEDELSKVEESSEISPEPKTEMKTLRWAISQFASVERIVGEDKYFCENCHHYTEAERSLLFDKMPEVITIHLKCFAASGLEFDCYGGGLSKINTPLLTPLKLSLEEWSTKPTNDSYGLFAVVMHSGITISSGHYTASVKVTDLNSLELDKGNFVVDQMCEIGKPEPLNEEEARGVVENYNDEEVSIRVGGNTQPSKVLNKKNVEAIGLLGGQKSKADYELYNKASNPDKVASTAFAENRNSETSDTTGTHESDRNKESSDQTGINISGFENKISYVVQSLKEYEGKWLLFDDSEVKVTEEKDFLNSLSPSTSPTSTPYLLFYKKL
#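 1 nM enzyme complex + cpd, 15 min RT; start with Ub-Rho 150nM final; kinetic fluorescence ex 480/em 540, 6 reads q60 s. Buffer 50mM HEPES pH 7.8, 0.5mM EDTA, 0.1 mg/ml BSA, 1mM TCEP, 0.01% Tween-20.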
# IDH1 R132H inh: qHTS for Inhibitors of mutant isocitrate dehydrogenase 1 (IDH1): qHTS. Isocitrate dehydrogenase [NADP] cytoplasmic (Homo sapiens), O75874. 390,000 compounds, 0.093% hits. Potency, µM (highest dose often 76.6 µM), inactives show at the highest dose activity change, negative = inhibition, hits mostly inhibitors. IDH1-R132H enzyme, NADPH consumption, diaphorase/resazurin fluorescence; note: potency is the fitted concentration of half-maximal effect; % is set by controls: 0 for no effect and ±100 for the full control effect; nearly all actives have a fitted effect of over 65% in size
#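 IDH1-R132H (0.5 ug/mL) preincubated 30 min with compound, then NADPH (0.016 mM) and alpha-KG (2 mM) added; 80 min at RT, pH 7.5. Remaining NADPH coupled via diaphorase/resazurin to fluorescence (540/590 nm); concentration-response curves normalized to no-enzyme control.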
# Pin1 inhibitor: qHTS Assay to Find Inhibitors of Pin1. Potency, µM (series often up to 115 µM), inactives show at the top dose activity, negative = inhibition, actives largely listed as inhibitors. 390,000 compounds, 0.009% hits. AID 504891, 2011. Pin1 FP peptide displacement, HiFluor488, 10 min. Peptidyl-prolyl cis-trans isomerase NIMA-interacting 1 (Homo sapiens), Q13526; active = well fitted inhibition curve with a large enough effect in the polarisation, with a control signal flat, not every such curve was filed as active; inconclusive = small, poorly fitted or top-dose-only effect, or effect the other way, or a change in a side signal; inactive = no such curve, though single readings can be large or run the other way; the % refers to the polarisation; note: potency is the fitted concentration of half-maximal effect; % is set by controls: 0 for no effect and ±100 for the full control effect
# Target sequence (Q13526 whole entry, looked up): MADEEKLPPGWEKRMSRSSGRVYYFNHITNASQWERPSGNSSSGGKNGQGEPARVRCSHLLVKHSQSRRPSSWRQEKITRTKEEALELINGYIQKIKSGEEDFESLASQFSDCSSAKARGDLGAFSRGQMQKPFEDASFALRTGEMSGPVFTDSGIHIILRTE
# TrxR1 inh: qHTS Assay for Inhibitors of Mammalian Selenoprotein Thioredoxin Reductase 1 (TrxR1): qHTS; recombinant rTrxR1, NADPH fluorescence consumption, selenite substrate; Potency, µM (titrated, usually from 114 µM), for the others: at the top dose activity change, negative = inhibition, most hits filed as inhibitors; 390,000 compounds, 1% hits; AID 588453, 2011; note: potency is the fitted concentration of half-maximal effect; % is set by controls: 0 for no effect and ±100 for the full control effect; nearly all actives have a fitted effect of over 65% in size
#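 Rat TrxR1 (90 nM in the dispensed reagent) was pre-reduced with 400 uM NADPH for 5 min at room temperature, then incubated with compound for 15 min. After 400 uM selenite was added, NADPH fluorescence (Ex 340/Em 450 nm) was followed for 8 min.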
# GLS inhibitor: qHTS for Inhibitors of Glutaminase (GLS); Potency, µM (highest dose often 45.5 µM), inactives show top-dose activity change, negative = inhibition, most hits filed as inhibitors; 410,000 compounds, 0.21% hits; AID 624170, 2012; GLS enzymatic activity, qHTS titration; note: potency is the fitted concentration of half-maximal effect; % is set by controls: 0 for no effect and ±100 for the full control effect
#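 Assay buffer: 45 mM KH2PO4 pH 8.2, 0.02% Tween-20. hKGA acts on L-glutamine (1 mM solution added); product glutamate is reported by an oxidase/peroxidase Amplex Red coupling, with fluorescence taken at baseline and 30 min.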
# TrxR1 substrate: qHTS Assay for Substrates of Mammalian Selenoprotein Thioredoxin Reductase 1 (TrxR1): qHTS; purified TrxR1 substrate turnover, NADPH consumption readout; Potency, µM (highest dose often 114 µM), for the others: at the highest dose activity change, negative = substrate turnover; Thioredoxin reductase 1, cytoplasmic (Rattus norvegicus), O89049; AID 588456, 2011; 390,000 compounds, 0.01% hits; note: potency is the fitted concentration of half-maximal effect; % is set by controls: 0 for no effect and ±100 for the full control effect; nearly all actives have a fitted effect of over 50% in size
#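 Rat TrxR1, dispensed at 90 nM, was prereduced with 400 uM NADPH (final) for 5 min at ~22 deg C, then incubated with compound 15 min before 400 uM selenite. A first-read NADPH fluorescence drop versus no-compound background flagged substrates.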
# Tb PGK inh: qHTS Assay to Find Inhibitors of Phosphoglycerate Kinase; Phosphoglycerate kinase, glycosomal (Trypanosoma brucei brucei), P07378; PGK/GAPDH coupled, Kinase-Glo luminescence, 60 min; Potency, µM (series often up to 57.5 µM), inactives show at the highest dose activity change, negative = inhibition, actives largely listed as inhibitors; 380,000 compounds, 0.043% hits; note: potency is the fitted concentration of half-maximal effect; % is set by controls: 0 for no effect and ±100 for the full control effect; nearly all actives have a fitted effect of over 60% in size
#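 Recombinant glycosomal PGK reaction used 1,3-bisphosphoglycerate generated in-well by GAPDH (100nM final) in 100mM TEA pH 7.6, 5mM MgCl2, 0.01% Tween-20. After 60 minutes at room temperature, ATP was read by Kinase-Glo Plus luminescence end-point.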
# HP1b binding inh: HTS for Inhibitors of HP1-beta Chromodomain Interactions with Methylated Histone Tails. 390,000 compounds, 0.56% hits. Potency, µM (highest dose often 114 µM), for inactives: at the top dose activity change, negative = inhibition, actives largely listed as inhibitors. Chromobox protein homolog 1 (Homo sapiens), P83916. AlphaScreen HP1-beta / biotin-H3K9me3 peptide binding. AID 540317, 2011; note: potency is the fitted concentration of half-maximal effect; nearly all actives have a fitted effect of over 70% in size; inactives centre near 23
#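 Compound inhibition of the preformed complex between 50 nM HP1-beta and 50 nM biotinylated H3K9me3 peptide was read by AlphaScreen. Buffer was PBS pH 7.4 with 0.01% Tween-20. Incubations ran 30 min at room temperature, with 10 ug/mL donor/acceptor beads.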
# Starred values were filed as active, the others as inactive; i = inactive; ? = inconclusive; . = not tested or not shown; & = joins results of further samples; [ ] = dose if it differs, or a comment. Unless noted, calls come from the whole dose curve; as a rule, active = well fitted curve in the direction sought with a large enough effect; inconclusive = small, poorly fitted or top-dose-only effect, or another doubt; inactive = no such curve, though single readings can be large; an effect the other way counts as inactive or inconclusive. This is a subset (hit frequency here may not be typical).
molecule	USP1-UAF1 inh	Tb PGK inh	Pin1 inhibitor	GLS inhibitor	PI4K2A block	TrxR1 inh	TrxR1 substrate	IDH1 R132H inh	HP1b binding inh
O=C(NCc1ccc(Cl)cc1Cl)C1CCN(S(=O)(=O)c2ccc3c(c2)OCCCO3)CC1	-16%	-2%	28%	-2%	3	23%	9%	4%	16%
CCOC(=O)N1CCN(C(=O)CNC(=O)Cn2cnc3ccccc3c2=O)CC1	2%	1%	4%	10%	1	15%[57.1 µM]	-2%[57.1 µM]	7%	12%
O=C(/C=C/c1cccc(F)c1)N1CCN(c2ncccn2)CC1	-25%	2%	-2%	-1%	4	15%	3%	-5%	41%[activator]
O=C(NCCCN1CCCC1=O)c1ccccc1OCc1ccc(Cl)cc1Cl	6%	-5%	-1%	-6%	-3	-11%[57.1 µM]	2%[57.1 µM]	0%	16%
CCOCCCNCC(=O)N1CCN(S(=O)(=O)c2ccc(C)cc2)CC1	-4%	-7%	-4%	-19%	9	10%	5%	-4%	-38%
Cc1c(Cl)ccc(S(=O)(=O)N2CCN=C2c2ccccc2)c1Cl	-2%	-5%	-1%	5%	0	-13%	-14%	1%	31%
O=C(Cc1ccccc1)Nc1c(C(=O)c2ccccc2)oc2ccccc12	-11%	10%	12%	4%	-1	-12%	29%	-9%	86%[activator]
O=S(=O)(NCC1CN(S(=O)(=O)c2ccc3c(c2)OCCO3)C1)c1c(F)cccc1F	.	-5%	0%&-3%	-7%	1	25%[57.1 µM]	9%	.	50%[activator]
CCc1ccc(NC(=O)N(CCCN2CCOCC2)Cc2cccs2)cc1	-26%	-6%	-5%	8%	0	16%	3%	-25%	40%[activator]
CNC(=O)C[C@H]1C(=O)N(c2ccc(OC)cc2)C[C@@H]1Cc1ccccc1	-17%	i	.	-4%	5	.	.	-1%	.
NNC(=O)CCN1CCCCC1	-12%	i	1%	0%	0	5%	-8%	-6%	25%
CSc1ccc(CNC(=O)c2sc3ncnc(N(C)C4CCCCC4)c3c2C)cc1	-16%	-1%	45%[activator]	-17%	-4	1%[57.1 µM]	-10%[57.1 µM]	9%	-8%
O=C1c2oc3ccccc3c(=O)c2C(c2cccs2)N1CCCN1CCOCC1 (centres undefined)	-10%	-10%	-1%	-2%	8	40µM*	-8%	8%	31%[activator]
C[C@@H]1C(=O)N(S(=O)(=O)c2ccc([N+](=O)[O-])cc2)[C@H]1c1ccc(F)cc1	.	.	2%	.	.	?	-7%	.	35%
COCC(=O)N1CCN(c2ccc([N+](=O)[O-])cc2)CC1	2%	-4%	15%	-1%	-1	-5%[57.1 µM]	-2%[57.1 µM]	0%	3%
CC1(C)CC2CC(C)(CN2C(=O)CCCN2C(=O)c3ccccc3C2=O)C1 (centres undefined)	-10%	-4%	7%	-3%	-3	-3%	-1%	5%	25%
COc1cccc(/C=C2/CCC(CN(C)C)C2=O)c1 (centres undefined)	-31%	-2%	4%	-30%	31	1.1µM*	9%[11.4 µM]	-13%	?
O=C1CN(C(=O)COC(=O)/C=C/c2ccc(S(=O)(=O)N3CCOCC3)cc2)c2ccccc2N1	-16%	0%	1%	-12%	4	-9%[57.1 µM]	1%	14%	33%
Cc1cccc(C)c1NC(=O)CNC(=O)c1ccc2c(c1)OCCO2	4%	-4%	-11%	6%	-2	0%	-4%	1%	18%
CC(=O)N(NC(N)=O)C(C)CC(=O)C1C(C)C=CCC1(C)C (centres undefined)	-3%	-8%	-5%	10%	-21	28%	4%	6%	23%
c1csc(-c2nnc(COc3ccc4c(c3)OCO4)o2)c1	-26%	i	-4%	-9%	7	11%[57.1 µM]	0%[57.1 µM]	5%	-1%
CC(=NCc1ccco1)c1c(C)[nH]n(-c2nc3ccccc3s2)c1=O	-20%	7%	?	-3%	-27	-4%[57.1 µM]	62%[activator][57.1 µM]	-4%	24%
CCOc1ccc(NC(=S)N(Cc2ccc(N(C)C)cc2)Cc2ccco2)cc1	-17%	?	1%	22%	1	-1%	-3%	2%	?
O=C(Nc1ccccc1)[C@@H]1CCCN1S(=O)(=O)c1ccc(Cl)cc1	-16%	0%	5%	-13%	-8	10%[57.1 µM]	-5%	5%	42%[activator]
COc1ccc(NC(=O)C2Cc3ccccc3N2C(=O)c2ccccc2)c(OC)c1 (centres undefined)	1%	1%	-2%	15%	0	-3%[57.1 µM]	-9%[57.1 µM]	-12%	18%
Cc1c(Cl)c([N+](=O)[O-])nn1CCCC(=O)N1CCN(c2ccccc2)CC1	-1%	-10%	1%	23%	6	-1%[57.1 µM]	1%[57.1 µM]	13%	2%
COCCN1Cc2cccc(C(=O)Nc3ccc(C)cc3)c2C1=O	-16%	0%	3%	-1%	-1	-18%	-9%	5%	36%
CC(C(=O)NCc1cccnc1)N1C(=O)c2ccccc2C1=O (centres undefined)	-17%	-9%	3%	-2%	13	10%[57.1 µM]	-2%[57.1 µM]	7%	45%[activator]
O=C(CSc1ccccn1)Nc1cccc([N+](=O)[O-])c1	-2%	2%	-9%	-14%	5	36%[57.1 µM]	16%[57.1 µM]	-2%	-1%
CC(NS(=O)(=O)c1cccc(S(=O)(=O)c2ccccc2)c1)C(=O)O (centres undefined)	6%	-6%	-3%	13%	-6	10%[57.1 µM]	9%[57.1 µM]	1%	11%
O=C(COC(=O)c1ccccn1)c1cccc(Br)c1	1%	-1%	6%	10%	1	-9%	-2%	4%	19%
COc1cc(C(=O)N2CCCc3ccccc32)cc(OC)c1OC	-8%	4%	0%	0%	12	-7%	-6%	2%	40%
Cc1cc(NC(=O)COC(=O)CCS(=O)(=O)c2ccc(Cl)cc2)no1	-9%	-5%	-1%	-4%	5	12%[57.1 µM]	4%[0.0914 µM]	1%	28%
O=C(Nc1cc(-c2ccccc2)[nH]n1)c1ccccc1F	-9%	-8%	0%	0%	-5	28%[11.4 µM]	-13%[11.4 µM]	7%	43%[activator]
CC(Oc1ccc(Cl)cc1Cl)/C(N)=N/O (centres undefined)	-12%	-1%	-5%	-4%	2	23%	0%	4%	31%
Cn1c(SCC(=O)NCC2CCCO2)nc2scc(-c3ccccc3)c2c1=O (centres undefined)	-22%	-1%	-5%	-2%	-4	16%	9%	11%	26%
COc1cccc(/C=C/C(=O)OCC(=O)Nc2cccc(S(=O)(=O)N3CCOCC3)c2)c1OC	0%	-7%	10%	-1%	-4	21%[57.1 µM]	4%	-8%	-1%
COc1ccccc1CN(C(=O)CNC(=O)c1ccco1)C(C(=O)NCC1CCCO1)c1ccc(OC)c(OC)c1 (centres undefined)	-1%	-10%	1%	-4%	13	1%	7%	8%	34%
CC(C)c1cc2c(c(O)c1O)[C@@]13CCCC(C)(C)C1CC2OC3=O (some centres undefined)	-22%	-1%	-2%	-13%	-1	16µM*	4%	-2%	?
COC(=O)c1ccccc1NC(=O)[C@H]1O[C@@H]2OC(C)(C)O[C@@H]2[C@H]2OC(C)(C)O[C@H]21	-17%	i	-5%	-2%	-2	7%	2%	20%	12%
Cc1cc(C)cc(C(=O)NCC(=O)N2CCN(C(c3ccccc3)c3ccccc3)CC2)c1	-19%	0%	?	-4%	6	15%	-5%	-6%	10%
CC(C)C(=O)N1CCC(CN=CC2=C(O)CC(C)(C)CC2=O)CC1	-26%	-7%	3%	2%	3	-1%	-5%	5%	23%
Clc1cc(Cl)c2nc(N3CCOCC3)sc2c1	-14%	-11%	-1%	-3%	3	11%	5%	5%	54%[activator]
O=C(COC(=O)/C=C/C(=O)N1CCN(c2ccccc2)CC1)NC(c1ccccc1)c1ccccc1	-30%	-9%	0%	2%	9	10%	-4%	14%	22%
O=c1/c(=C\c2cc([N+](=O)[O-])cc([N+](=O)[O-])c2O)sc2nc3ccccc3n12	?	?	?	?	-5	?	0%[57.1 µM]	-20%	?
O=C(Nc1ccc2oc(-c3cccnc3)nc2c1)c1ccc(-c2ccc(Cl)cc2)o1	-24%	.	-2%	-2%	3	?	21%	.	58%[activator]
N/C(=N\OS(=O)(=O)c1cc(Cl)ccc1Cl)c1ccncc1	-2%	-7%	-3%	.	-11	-16%	-7%	3%	37%
Cc1cc(=O)n2nc(N3CCC(C(=O)N4CCN(c5ccccc5)CC4)CC3)sc2n1	-19%	-5%	-2%	17%	-4	17%	0%	-7%	52%[activator]
